Screens from PubChem BioAssay.
p53ts 39C kill: kills p53ts cells at the nonpermissive temperature. H1299-p53A138V viability at 39C, ATP luminescence, 24 h. Potency, µM (top dose mostly 46.1 µM), inactives show top-dose activity change, negative = cell killing, actives largely listed as cytotoxic. 130,000 compounds, 1.5% hits; further: nearly all actives have a fitted effect of over 55% in size
Peg3 imprint: inducers of genomic imprint erasure in mouse ES cells | mouse ES Peg3-LacZ reporter, beta-gal luminescence, 40 h | Potency, µM (top dose mostly 60.7 µM), for the others: top-dose activity change, positive = activation, hits mostly activators | 110,000 compounds, 0.02% hits | AID 1948;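 further: 0% = negative control wells on the plate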
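Readout: BetaGlo luminescence (5 min, room temp) for LacZ from the normally silent maternal Peg3 allele in female Peg3LacZ-Neo ES cells. Cells 300/well, 40 h, 37C, 5% CO2. Data normalized per plate to negative controls.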
p53ts 32C tox: kills p53ts cells at the permissive temperature; H1299-p53A138V at 32C, ATP luminescence viability, 24 h; Potency, µM (top dose mostly 46.1 µM), inactives show at the highest dose activity change, negative = cytotoxicity, usual class: cytotoxic; 130,000 compounds, 0.93% hits; AID 924;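 further: 0% = DMSO and -100% = full killing by reference compound; nearly all actives have a fitted effect of over 55% in size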
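Viability by ATPlite luminescence after 24 h compound treatment (up to 46 uM) at the permissive 32C. Cells are H1299 carrying p53 A138V. Scale runs from DMSO basal to 100 uM tamoxifen as full kill; AC50 from Hill fits.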
IkB sig inh: suppresses IkB signaling in ABC-DLBCL reporter cells. ABC-DLBCL IkBa-CBG/CBR dual luciferase ratio, 4 h; response scale: scaled: untreated 0%, proteasome inhibitor 100%. 110,000 compounds, 0.04% hits. Potency, µM (top dose mostly 57.1 µM), inactives show at the highest dose IkBa stabilization activation; active means well fitted curve in the direction sought with a large enough effect in the signal ratio, not every such curve was filed as active; inconclusive means small, poorly fitted or top-dose-only effect, or a change in a side signal; the % refers to the signal ratio;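 further: the direction sought is a rising ratio; 0% = basal untreated cells and 100% = reference inhibitor full response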
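Luminescence ratio of IκBα-fused green versus native red beetle luciferase in OCI-Ly3 cells, 4 h post-doxycycline with compound; red signal alone, scaled from basal (0%) to zero light (-100%), flagged nonspecific or cytotoxic effects.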
* hit, by the source's call; ? = inconclusive; . = no result given; [ ] = another dose, or the depositor's remark. Unless noted, the call rests on the fitted dose curve; in most records, active means well fitted curve in the direction sought with a large enough effect; inconclusive means small, poorly fitted or top-dose-only effect, or another doubt; inactive means no such curve, though single readings can be large; an effect the other way counts as inactive or inconclusive. Unless noted, on the % scale 0 is the no-effect control and ±100 the full control effect; potency means the concentration at half of the fitted maximal effect.

Sequence of screens: p53ts 39C kill	p53ts 32C tox	IkB sig inh	Peg3 imprint
1) CCOC(=O)Cn1c(=O)n(-c2ccccc2OC)c2nc(-c3ccccc3F)nc(C(N)=O)c21
  -13.7%	0.7%	-0.8%	-11.3%[10.9 µM]
2) COCC(C)NC(=O)c1ccc(N(C)C)cc1 (stereo unspecified)
  -7.1%	-14.4%	2.0%	-32.4%[inhibitor]
3) O=C(Nc1ccc(NC(=O)C2CC2)nc1)c1cccc(F)c1
  5.9%	-5.0%	-1.0%	-36.4%[inhibitor]
4) CCOc1ccccc1C(=O)NCCC(=O)O
  3.0%	4.4%	-1.1%	-4.8%
5) O=C(COc1ccccc1)N1CCN(c2nnc(-c3ccccc3)c3ccccc23)CC1
  5.9%	5.8%	?	-21.3%
6) COc1cccc(NC(=O)Cn2c(=O)n(CCCC(=O)NCc3ccc4c(c3)OCO4)c(=O)c3ccccc32)c1
  -6.3%	-2.1%	2.2%	-8.0%[10.9 µM]
7) O=C(NC1CCCCC1)C(c1cccnc1)N(C(=O)c1csnn1)C1CCCC1 (stereo unspecified)
  4.8%	-0.4%	.	.
8) COc1ccc2c(c1)[C@]1(C)CCC(=O)C[C@H]1CC2
  -16.3%	-4.2%	.	-7.0%
9) CC(C)(Oc1ccc(Cl)cc1)C(=O)O
  -10.0%	-10.4%	0.0%	-2.1%
10) Cc1ccc(S(=O)(=O)CC(C)N2CCOCC2)c(S(=O)(=O)CC(C)N2CCOCC2)c1 (stereo unspecified)
  6.8%	19.2%	-1.4%	-8.4%
11) CCN(CC)S(=O)(=O)c1cccc(C(=O)Nc2cccnc2)c1
  7.3%	-6.0%	-0.5%	-2.3%
12) CCc1cccc(C)c1NC(=O)CSc1nc2ccncc2[nH]1
  -6.9%	-11.5%	-0.9%	-9.7%[10.9 µM]
13) CCCCOc1ccc(CNC(=O)c2cnc3sc(N4CCC(C)CC4)nn3c2=O)cc1
  4.7%	2.5%	-1.5%	-9.2%[10.9 µM]
14) COc1cccc(Nc2sc(C(=O)c3ccc(F)cc3)c(N)c2C(=O)NCc2ccc(Cl)cc2)c1
  -4.3%	1.0%	4.8%	26.6%[10.9 µM]
15) CC1CCN(C(c2ccc(F)cc2)c2sc3nc(-c4ccco4)nn3c2O)CC1 (stereo unspecified)
  0.3%	-6.8%	?	?
16) O=C(Nc1cccc(-c2nc3ccccc3o2)c1)c1cccc(Br)c1
  -21.7%	-1.5%	?	-7.8%[10.9 µM]
17) CC(C)(C)C(=O)C1C(=O)c2ccccc2C1=O
  7.7%	11.0%[1.84 µM]	?	0.5%
18) COC(=O)[C@H](C)NC(=O)Nc1cccc(C(F)(F)F)c1
  1.2%	4.1%	-0.2%	-8.7%
19) CCc1cccc(NC(=O)CNS(=O)(=O)c2ccc3nc(C)sc3c2)c1
  -14.6%	3.6%	2.4%	-8.4%[10.9 µM]
20) O=C(C1CC1)N1CCc2cc(S(=O)(=O)N(CCO)Cc3ccccc3)ccc21
  -9.7%	-4.0%	?	-8.9%
21) COc1ccc(N2CC(C(=O)Nc3ccc(F)cc3F)CC2=O)cc1 (stereo unspecified)
  7.8%	10.0%	1.8%	1.0%
22) CC(=O)n1cc(C2C(=O)CC(C)(C)CC2=O)c2ccccc21
  0.1%	-4.5%	1.3%	1.5%
23) COC(=O)N1[C@H](C)C=C[C@]1(Cc1ccccc1)C(=O)NCc1ccc(N(C)C)cc1
  -4.1%	1.7%	.	-24.7%
24) CCOC(=O)c1sc2nc3n(c(=O)c2c1C)CCC(C)CC3 (stereo unspecified)
  1.0%	7.0%	-3.1%	0.2%
25) CCOC(=O)C(NC(C)=O)(N1CCOCC1)C(F)(F)F (stereo unspecified)
  10.1%	-3.4%	-0.4%	-7.0%
26) CCOC(=O)N1CCC(N2CC34C=CC(O3)C(C(=O)Nc3ccc(OCC)cc3)C4C2=O)CC1 (stereo unspecified)
  -11.0%	-3.7%	-1.9%	-7.9%
27) N=c1sccn1CC(=O)Nc1ccc2c(c1)CCC2
  -15.8%	-9.7%	0.4%	-25.5%
28) O=C(Nc1ccc2nn(-c3ccccc3)nc2c1)c1ccc(-c2cccc(Cl)c2)o1
  45.2%[activator]	-11.4%	22.0%	17.6%[10.9 µM]
29) CCNc1nc(NC(C)C)nc(N(C#N)CCOc2ccc(Cl)cc2Cl)n1
  32.1%[activator]	51.8%[activator]	?	-23.2%
30) C1=CC2C3C=CC(C3)C2C1 (stereo unspecified)
  -0.9%	3.6%[1.84 µM]	-1.8%	11.6%

Ordered by length of the SMILES (descending): six of the compounds above
Sequence of screens: p53ts 39C kill	p53ts 32C tox	IkB sig inh	Peg3 imprint
26) CCOC(=O)N1CCC(N2CC34C=CC(O3)C(C(=O)Nc3ccc(OCC)cc3)C4C2=O)CC1 (stereo unspecified)
  -11.0%	-3.7%	-1.9%	-7.9%
19) CCc1cccc(NC(=O)CNS(=O)(=O)c2ccc3nc(C)sc3c2)c1
  -14.6%	3.6%	2.4%	-8.4%[10.9 µM]
18) COC(=O)[C@H](C)NC(=O)Nc1cccc(C(F)(F)F)c1
  1.2%	4.1%	-0.2%	-8.7%
24) CCOC(=O)c1sc2nc3n(c(=O)c2c1C)CCC(C)CC3 (stereo unspecified)
  1.0%	7.0%	-3.1%	0.2%
17) CC(C)(C)C(=O)C1C(=O)c2ccccc2C1=O
  7.7%	11.0%[1.84 µM]	?	0.5%
30) C1=CC2C3C=CC(C3)C2C1 (stereo unspecified)
  -0.9%	3.6%[1.84 µM]	-1.8%	11.6%

Following part
Sequence of screens: p53ts 39C kill	p53ts 32C tox	IkB sig inh	Peg3 imprint
31) COc1cccc(-n2c(C)nnc2SCC#N)c1
  5.0%	-0.4%	-0.3%	-3.3%
32) COc1ccccc1N1CCN(CCN(C(=O)c2ccc(F)cc2)c2ccccn2)CC1
  -18.2%	-6.1%	-1.2%	-17.5%
33) COc1cccc(NC(=O)Cn2nnc(-c3nc(-c4ccccc4)no3)c2N)c1
  -5.9%	8.5%	?	-11.0%[10.9 µM]
34) Nc1nc2n(n1)C(c1ccccc1Cl)CC(c1ccc(F)cc1)N2 (stereo unspecified)
  -6.0%	8.1%	-1.5%	-4.7%
35) Cc1cc(=O)n2nc(N3CCCC(C(=O)NCc4ccco4)C3)sc2n1 (stereo unspecified)
  -11.5%	1.3%	-1.2%	-9.2%
36) CN(c1ccc(C(=O)NCCC2=CCCCC2)cc1)S(C)(=O)=O
  -0.8%	-16.9%	-4.7%	-36.0%[inhibitor]
37) O=C(NCc1ccc2c(c1)OCO2)c1nn2cccnc2c1Cl
  2.9%	2.7%	-2.0%	8.2%
38) O=S(=O)(c1cccc(-c2nn3c(-c4ccncc4)nnc3s2)c1)N1CCOCC1
  -0.2%	3.7%	-0.2%	3.8%
39) CCOC(=O)c1ccc(NS(=O)(=O)c2ccc(SC)cc2)cc1
  20.3%	28.8%	?	-27.8%
40) COc1ccc(-c2ccc(-c3nnn(CC(C)=O)n3)cc2)cc1
  -24.7%	-23.0%	0.4%	-24.6%
41) COc1ccc(NC2c3ccccc3C(=O)N2c2cccnc2)cc1Cl (stereo unspecified)
  0.2%	-4.0%	1.8%	-5.1%
42) CCN(CCCNC(=O)c1c(C)cc(=O)oc1C)c1ccccc1
  -1.9%	0.3%	0.8%	-23.1%
43) CCc1cccc(C)c1NC(=O)C1CCN(S(=O)(=O)c2cc(Br)cc3c2N(C(C)=O)CC3)CC1
  14.1%	0.3%	0.4%	-1.1%[10.9 µM]
44) COCCN1Cc2cccc(C(=O)Nc3ccc(C)c(C)c3)c2C1=O
  -8.6%	-9.6%	0.5%	2.4%
45) COc1ccc(NC(=O)CN2CCN(CC(=O)Nc3cc(OC)cc(OC)c3)CC2)cc1
  -3.9%	1.2%	.	.
46) CCOc1ccc(-c2oc3ccc(C)cc3c(=O)c2O)cc1
  ?	-3.2%	-1.9%	-10.4%[10.9 µM]
47) COc1ccccc1NC(=O)Cn1c(=O)n(CC(=O)NCc2ccccc2Cl)c(=O)c2sccc21
  -1.9%	0.0%	14.4%	-10.2%[10.9 µM]
48) CCN(C(=O)Cn1c(=O)nc(-c2ccccc2)c2cc(Cl)ccc21)c1cccc(C)c1
  15.8µM*	13.2%	?	-15.2%[10.9 µM]
49) CCCc1cc(=O)[nH]c(Nc2ccc(OC)c(Cl)c2)n1
  -1.7%	-0.3%	0.8%	-12.4%
50) CCCN1C2CCCC1CC(NC(=O)C1CCCCC1)C2 (stereo unspecified)
  16.1%	-1.3%	.	.
51) CCc1ccc(CNC(=O)c2cnc3sc4cc(OC)ccc4n3c2=O)cc1
  -4.6%	-2.4%	-1.6%	-6.6%[10.9 µM]
52) CCCn1c(CN2CCCCC2CC)nc2c1c(=O)n(C)c(=O)n2C (stereo unspecified)
  -4.4%	-5.5%	?	9.2%
53) CC1CN(C(=O)c2ccc(C(=O)c3ccccc3)cc2)CC(C)O1 (stereo unspecified)
  -11.8%	-0.2%	1.1%	-16.9%
54) COc1ccc(NC(=O)C(Cc2c[nH]c3ccccc23)NC(=O)OC(C)(C)C)cc1 (stereo unspecified)
  2.1%	5.2%	3.2%	-10.4%[10.9 µM]
55) O=C(CCC(=O)N(c1ccc(F)cc1)C(C(=O)NC1CCCC1)c1ccncc1)Nc1cccnc1 (stereo unspecified)
  5.3%	1.3%	.	.
56) CN(C)c1nc(SCC#N)nc(N(C)C)n1
  6.7%	2.7%	-1.5%	2.4%
57) COc1cccc(N2C(=O)Nc3ccccc3C2(O)C(=O)NCc2ccc3c(c2)OCO3)c1 (stereo unspecified)
  0.4%	-0.4%	5.4%	-15.9%
58) COc1ccc(C(CC(=O)O)NC(=O)c2ccccc2)cc1OC (stereo unspecified)
  -3.1%	-6.4%	1.4%	-1.4%
59) CCC(C)NC(=O)C1c2ccccc2C(=O)N1Cc1ccccc1OC (stereo unspecified)
  -13.6%	0.6%	1.6%	-2.3%
60) COCCNC(=O)CN(c1cc(Cl)ccc1OC)S(C)(=O)=O
  4.1%	-3.8%	-4.0%	.
61) Cc1ccc(OCc2nnc(SCC(=O)c3ccccc3)n2Cc2ccco2)cc1
  8.6%	-5.9%	1.1%	-16.9%
62) COc1ccc(NC(=O)CCn2c(=O)c3cccn3c3cccnc32)c(OC)c1
  2.3%	7.6%	-2.1%	-17.2%[10.9 µM]
63) COc1ccc(C2C(C(=O)Nc3cccnc3)=C(C)Nc3nc(-c4cccs4)nn32)cc1 (stereo unspecified)
  2.0%	-2.6%	.	.
64) Cc1ccc(O/C=C2\OC(=O)c3ccccc32)cc1
  4.0%	-14.3%	.	.
65) O=C(O)c1nnsc1COCc1ccccc1
  8.3%[9.22 µM]	-2.4%[9.22 µM]	0.6%[11.4 µM]	-3.4%[10.9 µM]
66) COc1ccc(-c2ccc(Nc3ccc(S(=O)(=O)N4CCCC4)cc3)nn2)cc1OC
  -10.6%	13.2%	6.5%	-14.6%
67) COc1ccccc1C1C(C#N)=C(N)N(c2cccnc2)C2=C1C(=O)CC(C)(C)C2 (stereo unspecified)
  -4.2%	-5.8%	.	.
68) CCOCCCNS(=O)(=O)c1cc(Br)cc2c1N(C(=O)C1CC1)CC2
  3.3%	0.5%	-1.2%	9.5%
69) COc1ccc(N2C(=O)C3CCCN3C2c2cccc(C)c2)cc1 (stereo unspecified)
  6.3%	1.1%	7.0%	-39.7%[inhibitor]
70) Cc1c(C(=O)N(Cc2ccc(N(C)C)cc2)CC2CCCO2)oc2ccc(Cl)cc12 (stereo unspecified)
  -29.1%	8.2%	-1.0%	9.9%[10.9 µM]
71) CC(C)Oc1ccc(CNC(=O)c2ccc3c(c2)nc2n3CCCCC2)cc1
  ?	-14.6%	?	11.7%[10.9 µM]
72) Cc1ccc(-c2nn3nnnc3c3ccccc23)cc1
  9.4%	-1.1%	0.3%	-12.4%
73) CCOC(=O)c1cc(C)sc1N1C(=O)C2C3C=CC(C3)C2C1=O (stereo unspecified)
  3.2%	-1.4%	-0.4%	-5.2%
74) CC(=O)N1CCCc2cc(S(=O)(=O)N3CCC(C(=O)Nc4c(C)cccc4C)CC3)ccc21
  -22.0%	1.8%	-0.8%	-15.2%[10.9 µM]
